# MrgX1 allo act – positive allosteric modulators of MrgX1, primary screen, HEK293 cells, Fluo-4 calcium flux; Mas-related G-protein coupled receptor member X1 (Homo sapiens), Q96LB2; B-score at 10 µM; actives 0.63% (n = 310,000); FDSS; hits give high values;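 active means plate-corrected calcium response at least 3 library SD above typical, normal starting fluorescence, not activating the receptor alone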;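 further: compound read alongside a low EC10 to EC30 dose of BAM8-22 agonist; peak minus trough fluorescence over baseline measured at the second addition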
# hERG rescue – hERG rescue from dofetilide block, primary screen, cell-based, CHO-hERG, FluxOR thallium flux, dofetilide IC70 | actives 0.51% (n = 310,000) | activation (rescue from dofetilide block), less the hit threshold, % at 10 µM | AID 1511, 2009 | dofetilide IC70 present;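 active means activation above the mean of controls blocked by dofetilide plus 5 SD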;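 further: thallium influx through hERG after potassium depolarization seen as dye fluorescence rise; in these data hits start at about 4.7%; inactives centre near -7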
# KCNQ1 pot – potentiators or activators of KCNQ1 channel, primary screen, cell-based, thallium flux, high-throughput | Potassium voltage-gated channel subfamily KQT member 1 (Homo sapiens), P51787 | CHO-K1 KCNQ1, thallium flux FluxOR fluorescence; hits give high values | B-score at 10 µM | actives 0.35% (n = 310,000);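 active means fluorescence ratio B-score, a plate-corrected score, at least three library SD, with initial intensity B-score within 5 SD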
# Target sequence (P51787 whole entry, looked up): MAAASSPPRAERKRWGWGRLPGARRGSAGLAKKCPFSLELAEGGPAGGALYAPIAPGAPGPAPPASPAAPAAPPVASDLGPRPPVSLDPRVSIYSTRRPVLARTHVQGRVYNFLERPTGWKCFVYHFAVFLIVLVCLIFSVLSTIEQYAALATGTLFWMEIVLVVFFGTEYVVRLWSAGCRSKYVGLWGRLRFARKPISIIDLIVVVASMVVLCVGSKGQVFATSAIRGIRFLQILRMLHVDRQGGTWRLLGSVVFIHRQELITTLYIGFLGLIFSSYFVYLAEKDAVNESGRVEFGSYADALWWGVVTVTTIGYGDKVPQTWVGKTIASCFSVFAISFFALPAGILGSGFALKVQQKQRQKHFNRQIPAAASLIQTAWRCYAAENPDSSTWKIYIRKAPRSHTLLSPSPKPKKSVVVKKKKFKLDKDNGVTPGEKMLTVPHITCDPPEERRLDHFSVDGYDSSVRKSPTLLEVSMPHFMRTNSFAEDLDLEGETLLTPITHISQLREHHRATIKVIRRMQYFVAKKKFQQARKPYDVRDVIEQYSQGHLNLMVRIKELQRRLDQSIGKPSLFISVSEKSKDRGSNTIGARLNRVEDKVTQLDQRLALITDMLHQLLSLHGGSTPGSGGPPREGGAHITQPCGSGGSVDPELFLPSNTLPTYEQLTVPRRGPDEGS
#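 Test system: CHO-K1 cells stably expressing KCNQ1 / Medium: assay buffer / Also added: depolarizing K+/Tl+ stimulus, K2SO4 and Tl2SO4 each 12.5 mM in 5x stock / Incubation: 90 min dye loading and 20 min compound exposure, both at room temperature / Signal: thallium influx via FluxOR fluorescence, kinetic imaging / Evaluation: B score of baseline-normalized fluorescence ratio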
# KCNK9 inh – KCNK9 potassium channel inhibitors, primary screen, HEK293 cells, thallium flux; FluxOR thallium flux fluorescence; hits give low values; B-score at 10 µM; actives 1.2% (n = 310,000);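 active means ratio B-score over 3 SD below the library mean, with starting fluorescence within 5 SD of its mean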;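 further: negative B-score means less thallium flux so channel inhibition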
# KCNK3 inh – human KCNK3 channel inhibitors, primary screen, CHO cells, FluxOR thallium flux, B-score; FluxOR fluorescence; hits give low values; B-score at 10 µM; actives 0.84% (n = 340,000); AID 602410, 2012;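 active means B-score under library mean minus 4 SD, starting fluorescence ratio at most library mean plus 5 SD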;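 further: more negative B-score means stronger inhibition of thallium flux through KCNK3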
# KCNQ1 inh – inhibitors of human KCNQ1 channel, primary screen, cell-based, thallium flux, high-throughput | actives 1.3% (n = 310,000) | Potassium voltage-gated channel subfamily KQT member 1 (Homo sapiens), P51787 | B-score at 10 µM | CHO-K1 KCNQ1, FluxOR thallium flux fluorescence; hits give high values | AID 2642, 2010;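 active means compounds whose thallium flux B-score, printed positive for inhibition, exceeds three library SD while starting fluorescence stays within three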;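 further: channel opened by potassium depolarization with thallium stimulus after 20 min compound exposure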
# RGS4 block – RGS4 inhibitors, primary screen, cell-based, HEK293 M3R inducible RGS4, calcium flux. Regulator of G-protein signaling 4 (Homo sapiens), P49798. Fluo-4 calcium flux; hits give high values; triggered by carbachol at its EC20. B-score at 10 µM. actives 0.45% (n = 310,000). AID 463165, 2010;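 active means B-score, a plate-corrected calcium signal, over three deviations above library mean, with baseline fluorescence within five deviations of library mean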;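 further: RGS4 expression induced by doxycycline in cells with stable M3 receptor; B-score is computed from the integrated fluorescence ratio over baseline after carbachol; higher B-score means a larger calcium signal and so more RGS4 inhibition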
# Target sequence (P49798 whole entry, looked up): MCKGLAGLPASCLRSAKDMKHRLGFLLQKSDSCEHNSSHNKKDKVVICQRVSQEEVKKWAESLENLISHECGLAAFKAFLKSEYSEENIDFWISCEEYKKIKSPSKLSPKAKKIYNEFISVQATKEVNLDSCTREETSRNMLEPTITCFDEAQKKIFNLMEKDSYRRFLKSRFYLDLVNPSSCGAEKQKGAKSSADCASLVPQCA
# ANO1 block – TMEM16A chloride channel inhibitors, primary screen, cell-based, HTS; Anoctamin-1 (Mus musculus), Q8BHY3; HEK293 TMEM16A/YFP iodide influx fluorescence, ionomycin; normalized B-score (activity score, 25-100; higher = stronger inhibition) at 10 µM; actives 1.2% (n = 310,000); AID 588511, 2011;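 active means ratio plate-corrected score three or more library SD toward inhibition, starting fluorescence score within five deviations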;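 further: score derived from kinetic fluorescence span divided by baseline fluorescence per well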
# MrgX1 ag – agonists of human MrgX1 receptor, primary screen, HEK293 cells, Fluo-4 calcium flux. Fluo-4 calcium fluorescence, agonist mode; hits give high values. B-score at 10 µM. actives 0.44% (n = 310,000). AID 588627, 2011;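 active means calcium response B-score plate-corrected fluorescence ratio at least 3 library SD, with starting fluorescence B-score inside 5 SD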
#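 Assay system: stable human MrgX1 HEK293 cell line. Quantity: 15,000 cells per well. Schedule: cells plated overnight, dye loaded 0.5 h 37 °C, 0.5 h room temperature. Detection: Fluo-4 NW calcium-flux fluorescence, kinetic read. Read-out basis: peak-minus-minimum fluorescence over baseline, converted to B scores. Control set: positive and negative control wells on each plate.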
# RGS4 act – RGS4 potentiators or activators, primary screen, cell-based, HEK293 M3R inducible RGS4, calcium flux; carbachol calcium flux Fluo4; hits give low values; B-score at 10 µM; actives 0.92% (n = 310,000); AID 463111, 2010;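 active means B-score of the integrated calcium signal more than 4 SD below the library mean, with starting fluorescence not abnormally high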;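 further: negative B-score means reduced calcium response which marks RGS4 activation or potentiation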
#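 Test system: HEK293 cells with stable M3R and inducible RGS4; also added: carbachol at ECmax as muscarinic agonist stimulus; schedule: dye loading 30 min 37 °C, buffer rest 30 min RT; technique: kinetic calcium fluorescence imaging with Fluo4-AM dye, 2 µM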
# ANO1 activ – TMEM16A chloride channel activators or potentiators, primary screen, cell-based, HTS; AID 623877, 2012; HEK293 TMEM16A/YFP-H148Q/I152L, iodide quench fluorescence; hits give low values; actives 0.3% (n = 340,000); B-score at 10 µM;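 active means fluorescence-ratio B-score plate-corrected deviation score at least 3 library SD below zero, with starting fluorescence score within 5 deviations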;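 further: channel opened by trigger with iodide after compound preincubation; score built on the fluorescence ratio of max minus min over baseline; more negative score means more quench and so TMEM16A activation or potentiation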
# Active calls of the source: *; i = inactive; x = no result given.
SMILES,MrgX1 allo act,hERG rescue,KCNQ1 pot,KCNK9 inh,KCNK3 inh,KCNQ1 inh,RGS4 block,ANO1 block,MrgX1 ag,RGS4 act,ANO1 activ
O=C(CN(Cc1ccccc1Cl)C(=O)c1ccc(CN2CCOCC2)o1)NCc1ccccc1,i,-12,i,i,i,i,i,i,i,i,i
Cc1cccc(C(=O)N2c3ccccc3C(=O)OC2c2ccc3c(c2)OCO3)c1 (stereo not drawn),i,-6,i,i,i,i,i,i,i,i,i
COc1ccccc1CNS(=O)(=O)c1ccc2c(c1)NC(=O)C(C)S2 (stereo not drawn),i,-8,i,i,i,i,i,i,i,i,i
CC(C1CC1)N(C(=O)c1ccccc1[N+](=O)[O-])c1ccccc1 (stereo not drawn),i,-4,i,i,i,i,i,i,i,i,i
N#CC1=C(N)NC(SCC(=O)Nc2ccccc2)=C(C#N)C12CCCC2,i,-15,i,i,i,10*,i,i,i,i,i
Cc1ccc2nc(NCc3ccccc3)[nH]c2c1,i,-21,i,i,i,i,i,i,i,i,i
CCOc1ccccc1NC(=O)CCCNC(=O)c1ccc(Cl)cc1,i,-15,i,i,i,i,i,i,i,i,i
CCc1ccccc1NC(=O)COc1ccc2c(=O)c(Oc3cc(C)ccc3C)coc2c1,i,-5,i,i,i,i,i,i,i,i,i
O=C(Nc1cccc2c1N(C(=O)c1ccco1)CCC2)c1ccco1,i,-5,i,i,i,i,i,i,i,i,i
COc1cc(/C=C(\C#N)c2nc3ccccc3[nH]2)cc(Br)c1OCc1ccc(F)cc1,i,-7,i,i,i,i,i,i,i,i,i
Cc1nc(CC(=O)c2ccc(O)cc2O)cs1,i,-4,i,i,i,i,i,i,i,i,i
O=C(COc1ccc2c(c1)oc(=O)c1ccccc12)NCC1CCC(C(=O)O)CC1 (stereo not drawn),i,-5,i,i,i,i,i,i,i,i,i
Cc1ccccc1CN1CCc2c(OCC(=O)N3CCCCC3)cccc2C1=O,i,-11,i,i,i,i,i,i,i,i,i
O=S(=O)(Nc1ccc(-c2nc3cccnc3s2)cc1)c1ccc(Cl)s1,i,-2,i,i,i,i,i,i,i,i,i
NC(=O)C1(N2CCCCC2)CCN(C(=O)CCCn2c(=O)[nH]c3ccsc3c2=O)CC1,i,x,x,x,i,x,x,i,i,x,i
CC(=O)c1cccc(NC(=S)NC(=O)c2ccccc2C)c1,i,-2,i,i,i,i,i,i,i,i,i
C=CCN(c1ccccc1C(=O)NCC(=O)O)S(=O)(=O)c1ccccc1C,i,-11,i,i,i,i,i,i,i,i,i
CCc1[nH]nc(C(=O)N2CCCC(C(=O)c3cccc(C(F)(F)F)c3)C2)c1C (stereo not drawn),i,-13,i,i,i,i,i,i,i,i,i
COc1ccc2c(C(=O)CN(C)C3CCCCC3)c[nH]c2c1,i,-9,i,i,i,i,i,i,i,i,i
CN(C)S(=O)(=O)Oc1ccc(C(=O)Nc2ccc([N+](=O)[O-])cc2)cc1,i,-1,i,i,i,i,i,i,i,i,i
COCCNC(=O)CN(C(=O)c1ccc(N2CCCC2)nc1)c1ccccc1,i,5.1*,i,i,i,i,i,i,i,i,i
CCOC(=O)c1cnc2cc(C)nn2c1C,i,-3,i,i,i,i,i,i,i,i,i
CCCC(=O)c1ccc(N2CCCC2)c(F)c1,i,-6,i,i,i,i,i,i,i,i,i
O=C(CCN1C(=O)/C(=C/c2ccco2)SC1=S)Nc1ccc(C(=O)O)c(O)c1,i,-13,i,i,i,i,i,i,i,i,i
C#CCOCCOCCOCCNc1nc(N2CCN(C(=O)CCCCCCCCCCNC(=O)[C@@H](CCSC)n3cc(CCO)nn3)CC2)nc(N2CCN(C(=O)CCCCCCCCCCNC(=O)[C@H](CO)n3cc(CCCCCN)nn3)CC2)n1,i,x,x,x,i,x,x,i,i,x,i
O=C(c1ccc(-n2c(SCc3cc(F)ccc3F)nc3ccccc3c2=O)cc1)N1CCOCC1,i,-9,i,i,i,i,i,i,i,i,i
CCOc1ccccc1C1CC(=O)Nc2cc3c(cc21)OCO3 (stereo not drawn),i,-10,i,i,i,i,i,i,i,i,i
Cc1onc(-c2c(Cl)cccc2Cl)c1NC(=O)NNc1ccccn1,i,-10,i,i,i,i,i,i,i,i,i
COc1ccc(/C=C(/NC(=O)c2ccco2)C(=O)N2CCOCC2)cc1,i,-9,i,i,i,i,i,i,i,i,i
CCN1CCN(P2(=O)C=C(c3ccccc3)OC(c3ccccc3)=C2)CC1,i,-15,i,i,i,i,i,i,i,i,i
CCC1CCCCN1S(=O)(=O)c1ccccc1 (stereo not drawn),i,-6,i,i,i,i,i,i,i,i,i
CCOC(=O)[C@H]1[C@H]2COc3ccccc3[C@@H]2N2C(=O)c3cc(C)ccc3NC(=O)[C@@]12C,i,x,x,x,i,x,x,i,i,x,i
COc1ccc(C(=O)CC(=O)c2ccc(C)cc2)c(O)c1,i,-7,i,i,i,i,i,i,i,i,i
Cc1nc(NC(=O)CN2CC(C)OC(C)C2)sc1C(=O)N(C)C (stereo not drawn),i,-6,i,i,i,i,i,i,i,i,i
O=C1NC(=O)C(CC(=O)N(Cc2ccco2)C2(C(=O)NC3CCCCC3)CCCCC2)N1 (stereo not drawn),i,x,x,x,i,x,x,i,i,x,i
NC(=O)CC(NC(=O)c1ccc(Br)cc1)c1ccc(NCCc2ccc(F)cc2)c([N+](=O)[O-])c1 (stereo not drawn),i,-4,i,i,i,i,i,i,i,i,i
Cc1nn(CCC#N)c(NC(=O)c2ccc(Cl)cc2)c1P(=O)(Nc1ccc([N+](=O)[O-])cc1)N1CCOCC1 (stereo not drawn),i,-7,i,i,i,i,i,i,i,i,i
CN(C)C(=O)c1ccc2c(c1)C1C3CCC(C3)C1C(c1ccccc1)N2 (stereo not drawn),i,-13,i,i,i,6*,i,i,i,i,i
O=C(CN(c1cccc(C(F)(F)F)c1)S(=O)(=O)c1ccc(Cl)c([N+](=O)[O-])c1)NCc1ccc(F)cc1,i,-13,i,i,i,i,i,i,i,i,i
Cc1cc2ncn(C(=O)c3c(-c4ccccc4Cl)noc3C)c2cc1C,i,-10,i,i,i,i,i,i,i,-11*,i
COc1cccc(C(C(=O)NC(C)(C)C)N(C(=O)CCC(=O)Nc2cc(C)on2)C(C)(C)C)c1OC (stereo not drawn),i,-6,i,i,i,i,i,i,i,i,i
CCCCCC(O)(CCCCC)C(=O)NNc1ccccc1,i,-9,i,i,i,i,i,i,i,i,i
Cc1nc(-c2ccccc2)nn1-c1ccc([N+](=O)[O-])cc1,i,-3,i,i,i,i,i,i,i,i,i
Nc1nc2ccc(C(=O)NCCOC(=O)C3CCCCC3)cc2s1,i,-15,i,i,i,i,i,i,i,i,i
CC(=O)/C(=N/Nc1ccc(Br)cc1)N1CCCc2ccccc21,i,-7,i,i,i,i,i,i,i,-7.7*,i
Cc1ccc2c(CN3CCC(C)CC3)cc(=O)oc2c1C,i,-3,i,i,i,i,i,i,i,i,i
Cc1[nH]nc2nc(SCC(=O)NC3CCCCC3)n(-c3ccc(Br)cc3)c(=N)c12,i,-12,i,i,i,i,i,i,i,i,i
O=C(O)CCn1cc(C2CC(c3ccccc3)=NN2c2ccccc2)c(-c2ccccc2)n1 (stereo not drawn),i,-3,i,i,i,i,i,i,i,i,i
O=C(NC1CCCCC1)C(c1ccccc1F)N(Cc1ccco1)C(=O)Cn1nnc2ccccc21 (stereo not drawn),i,-3,i,i,i,i,i,i,i,i,i
CN(/N=C/c1ccc2c(c1)OCO2)c1nc(N2CCOCC2)nc(N2CCOCC2)n1,i,-9,i,i,i,i,i,i,i,i,i

# (cont.)
SMILES,MrgX1 allo act,hERG rescue,KCNQ1 pot,KCNK9 inh,KCNK3 inh,KCNQ1 inh,RGS4 block,ANO1 block,MrgX1 ag,RGS4 act,ANO1 activ
COc1ccc(N2CCN(C(=O)CNC(=O)c3cccs3)CC2)cc1,i,-7,i,i,i,i,i,i,i,i,i
Cc1cc(C)nc(N2CCC(C(=O)NC3CCCCCC3)CC2)n1,i,-5,i,i,i,i,i,i,i,i,i
CCC(=O)N1c2ccc(S(=O)(=O)NCCc3ccc(C)cc3)cc2CC1C (stereo not drawn),i,-8,i,i,i,i,i,i,i,i,i
NC(=O)c1nsc(C(=O)N(c2ccccc2)C(C(=O)NCC2CCCO2)c2ccc3ncccc3c2)c1N (stereo not drawn),i,-21,i,i,i,i,i,i,i,i,i
CSc1ccc(S(=O)(=O)N2CCCC2)cc1,i,-8,i,i,i,i,i,i,i,i,i
Cc1ncc(CSc2ccc(Cl)cc2)c(CO)c1O,i,-3,i,i,i,i,i,i,i,i,i
Cc1ccsc1C(=O)N1CCN(c2ccccn2)CC1,i,-6,i,-8.1*,i,i,i,i,i,i,i
CCOC(=O)C(C)Sc1nc2c(c(-c3cccs3)c1C#N)CCC2 (stereo not drawn),i,1,i,i,i,i,i,i,i,i,i
C/C(=N\NC(=O)c1ccco1)c1cccc2ccccc12,i,-9,i,i,i,i,i,i,i,i,i
CC12CCC(=O)N1C(C(=O)Nc1nc(-c3cc(F)ccc3F)cs1)CS2 (stereo not drawn),i,-11,i,i,i,i,i,i,i,i,i
CCOc1ccc(S(=O)(=O)N2CCC(C(=O)NC3CCCC3)CC2)cc1,i,-7,i,i,i,i,i,i,i,i,i
Cc1nn(-c2ccccc2)cc1C(=S)Nc1ccccc1,i,-8,i,i,i,i,i,i,i,i,i
Cc1c(C(=O)N(Cc2ccc(N(C)C)cc2)CC2CCCO2)oc2ccccc12 (stereo not drawn),i,-13,i,i,i,i,i,i,i,i,i
